Screens deposited in PubChem BioAssay by Small Molecule Screening Facility, UW Madison.
PriA SSB inh: blocks PriA binding to SSB C-terminal tail. inhibition, % at 33 µM. 430,000 tested, 0.6% active. AlphaScreen SSBct-PriA binding, biotinylated peptide; in the data active means inhibition mostly above about 37%, no sharp cut-off; inactive means mostly below about 20%;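 further: plate controls were negative control peptide for no effect and reference peptide for full effect; strong numbers were not always called active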
An asterisk follows results filed as active; & = joins results of further samples. The list is partial; count on the stated rates, not on these rows.

For CC(C)CN(CC(C)C)c1ccc(C=Nn2cnnc2)cc1[N+](=O)[O-] the results were PriA SSB inh 37.
O=c1c2nnn(-c3cccc(F)c3)c2ncn1Cc1cccnc1 was read as PriA SSB inh -14.
For CCNC(=O)Cn1cnc2c1c(=O)[nH]c(=O)n2C the results were PriA SSB inh -16.
For COc1ccc(N2CCN(C(=O)c3nnn(-c4ccccc4)c3CSc3ncccn3)CC2)cc1 the results were PriA SSB inh -1.
CCc1ccc(S(=O)(=O)N2CCC(CSCc3ccco3)CC2)s1 was read as PriA SSB inh -2.
Screening CCn1c(SCC(=O)NN=Cc2cccs2)nc2ccccc21 returned PriA SSB inh -4.
Screening Cn1nc2cc(Br)ccc2c1C(=O)N1CCc2ncncc2C1 returned PriA SSB inh 1.
Screening Cc1ccc(Sc2c(C)nn(C(C)(C)C)c2OC(=O)C23CC4CC(CC(C4)C2)C3)cc1 returned PriA SSB inh -1.
For CSc1cccc2sc(NC(=O)CCOc3ccccc3)nc12 the results were PriA SSB inh 1.
Screening Cn1c(SCC(=O)Nc2ccc(F)cc2)nc2cc(-c3ccccc3)sc2c1=O returned PriA SSB inh -7.
`Cc1cc(NC(=O)CCS(=O)(=O)c2ccc(Cl)cc2)on1` gave PriA SSB inh 4.
Screening CCCc1cc(=O)oc2cc(OCc3ccc(Cl)cc3)ccc12 returned PriA SSB inh -5.
Screening O=S(=O)(Cc1ccco1)C1CCN(S(=O)(=O)c2ccccc2C(F)(F)F)CC1 returned PriA SSB inh -12.
Screening O=C(NCCCn1nc(-c2ccccc2)ccc1=O)Nc1ccc(F)c(F)c1 returned PriA SSB inh -10.
`CC(O)=c1ccc2cccc3nc(C)nc1c23` gave PriA SSB inh -3.
Cc1cc(C)cc(C(=O)Nc2ccc3c(c2)N(C)C(=O)C(C)(C)CO3)c1 was read as PriA SSB inh 19.
`COc1ccc2c(c1)CCN(C(=O)C1CN(S(C)(=O)=O)C1)C2` gave PriA SSB inh -6.
Screening COc1ccccc1-c1noc(-c2cc(-c3ccccc3)n[nH]2)n1 returned PriA SSB inh 4.
For CC(=O)N(c1ccc(C)cc1)C1SC(=O)N(c2ccccc2)C1=O (stereo not given) the results were PriA SSB inh -12.
COc1cccc(-c2ccc(SCC(=O)Nc3ccc(F)cc3F)nn2)c1 was read as PriA SSB inh -3.
For CC(=NNC(=O)c1cccc(S(=O)(=O)N2CCCC2)c1)c1ccc(F)cc1 the results were PriA SSB inh -1.
CCOC(=O)c1sc(NC(=O)CSc2nnc3sc4ccccc4n23)c(C(=O)OCC)c1C was read as PriA SSB inh -6.
Screening O=C(NCCc1ccc(N2CCCC2)cc1)C(=O)Nc1ccccc1 returned PriA SSB inh -14.
CC(C)NC(=O)c1ccccc1Nc1c([N+](=O)[O-])cc(C(F)(F)F)cc1[N+](=O)[O-] was read as PriA SSB inh 56*.
O=C(NCc1ccccc1-c1ccsc1)c1ccc(Cl)s1 was read as PriA SSB inh -4.
Screening O=C(COc1ccc2ccccc2c1)Nc1ccc(N2CCCCS2(=O)=O)cc1 returned PriA SSB inh -9.
Screening COc1ccc(-c2coc3c4c(ccc3c2=O)OCN(C2CC(C)(C)NC(C)(C)C2)C4)cc1OC returned PriA SSB inh -15.
`CC1CN(C(=O)Cn2nc(C(C)C)c3cnn(C(C)(C)C)c3c2=O)CC(C)O1` (stereo not given) gave PriA SSB inh -9&-5.
Screening COC(=O)Cn1c(=O)[nH]c2cccnc2c1=O returned PriA SSB inh -5.
For O=C(Oc1ccnc2cc(Cl)ccc12)N1CCCC1 the results were PriA SSB inh -20.
O=C(CSc1nnc(NC(=O)c2cccc(Cl)c2)s1)Nc1ccccc1 was read as PriA SSB inh 3.
O=C(Nc1sc2c(c1CN1CCCCC1)CCC2)c1ccccc1F was read as PriA SSB inh -12.
`O=[N+]([O-])c1cccc(CSc2ccc3nc(-c4ccccc4)cn3n2)c1` gave PriA SSB inh -14.
`COc1ccc(OC)c2sc(NC(=O)c3cccc([N+](=O)[O-])c3)nc12` gave PriA SSB inh -4.
`O=C(c1cc2ccccc2o1)N1CCN(CC(O)c2cccs2)CC1` (stereo not given) gave PriA SSB inh -7.
Screening Oc1ccc(Br)cc1C=NNc1ccccn1 returned PriA SSB inh 0.
Screening CC(C)(CO)NC(=O)NCC12CC3CC(CC(C3)C1)C2 returned PriA SSB inh 3.
Screening O=C(CCC1CCCCC1)NCCCn1nc(-c2ccco2)ccc1=O returned PriA SSB inh -15.
`Cn1cc(CC(=O)NC2CC(O)C(CO)C2)c2ccccc21` (stereo not given) gave PriA SSB inh -7.
CC(CC(=O)Nc1ccc2c(c1)OCCO2)=NNC(=O)COc1ccc(Cl)c(C)c1 was read as PriA SSB inh -1.
Screening O=C(ON=C1CCCc2occc21)c1ccc(Cl)cc1Cl returned PriA SSB inh -6.
CC(CC(=O)NC1C2CC3CC(C2)CC1C3)=NNC(=O)Cc1cccs1 (stereo not given) was read as PriA SSB inh 0.
`Cn1cc(C(=O)NCc2ccccn2)c(S(=O)(=O)N2CCN(c3ccc(Cl)cc3)CC2)n1` gave PriA SSB inh 2.
Cc1cc(NC(=O)c2cc3ccccc3o2)n(-c2nc(-c3ccc(Cl)cc3)cs2)n1 was read as PriA SSB inh -8&3.
O=C(NCCOc1ccc2c(c1)OCO2)c1ccco1 was read as PriA SSB inh 11.
Screening CCN1C(=O)Cc2cc(NC(=O)c3ccc(F)cc3)ccc21 returned PriA SSB inh 11.
`COc1ccc(C(=O)Nc2nc(CC(=O)N3CCN(c4ccccc4F)CC3)cs2)cc1` gave PriA SSB inh 24.
Nc1nnnn1CC(=O)NN=Cc1cc([N+](=O)[O-])ccc1O was read as PriA SSB inh 66.
For Cc1nnc(NC(=O)C2CN(C(=O)c3cnccn3)C2)s1 the results were PriA SSB inh -1.
For COc1ccc(S(=O)(=O)NCCCc2ccc(N(C)C)cc2)cc1Cl the results were PriA SSB inh 32.
Screening O=c1[nH]cc(S(=O)(=O)N2CCN(c3ccccc3)CC2)c(=O)[nH]1 returned PriA SSB inh -6.
Screening CCOc1ccc(Br)cc1C=NNC(=O)c1ccncc1 returned PriA SSB inh -10.
`COc1ccc(O)c(C=NNC(=S)NCCc2ccccc2)c1` gave PriA SSB inh 15.
`O=c1sc2ccccc2n1Cc1nnc(SCc2ccccc2F)n1CCc1ccccc1` gave PriA SSB inh -6.
`O=C(CCn1ccc(=O)[nH]c1=O)N1CCSC(c2ccccc2Cl)CC1` (stereo not given) gave PriA SSB inh -10.
O=C(Nc1ccc2c(c1)CCCN2C(=O)c1ccco1)C1CC1 was read as PriA SSB inh 10.
For Cc1nn(C2CCS(=O)(=O)C2)c2nc(-c3ccccc3)cc(C(=O)N3CCC(C(N)=O)CC3)c12 (stereo not given) the results were PriA SSB inh -3.
`O=C(NN=Cc1ccc(Br)cc1)c1ccc(Cn2cccn2)o1` gave PriA SSB inh -1.
For COc1ccc(-c2c(C#N)c(SCC(=O)Nc3nsc(-c4ccc(Cl)cc4)n3)nc3c2C(=O)CC(C)(C)C3)cc1 the results were PriA SSB inh -1.
COc1ccc(CCNC(=O)C(=O)NC(C)C(c2cccs2)N2CCN(C)CC2)cc1OC (stereo not given) was read as PriA SSB inh -19.
O=C(NCC1(c2cccs2)CCCC1)C(=O)NC1CC1 was read as PriA SSB inh 2.
For O=C(NCc1nnc2ccc(-c3cccs3)nn12)c1ccco1 the results were PriA SSB inh -23.
`CC(C)(C)C(=O)NCCC(O)C1CCOCC1` (stereo not given) gave PriA SSB inh 9.
`COc1ccc(S(=O)(=O)Nc2ccccc2C(=O)N2CCN(c3ccccc3)CC2)cc1` gave PriA SSB inh -13&14.
Screening COc1ccc(-c2noc(C3=NN(Cc4ccccc4)C(=O)CC3)n2)cc1 returned PriA SSB inh 6.
For CC(=NNC(=O)c1nnn(-c2nonc2N)c1C)c1ccc(OCc2ccccc2)cc1 the results were PriA SSB inh -7.
Cc1ccc(-c2nnc(N)o2)c(C)c1 was read as PriA SSB inh 6.
For O=C(NN=Cc1ccc2c(c1)OCO2)c1cccnc1 the results were PriA SSB inh -3.
For O=S(=O)(c1ccc2ccccc2c1)N1CCSC1c1ccccc1Cl (stereo not given) the results were PriA SSB inh -9.
`Cc1cccc(NC(=O)Nc2ccc(CN3CCN(C)CC3)cc2)c1` gave PriA SSB inh 1.
Screening Cc1nc2ccc(NS(=O)(=O)c3ccc(NC(=O)C(C)C)cc3)cc2c(=O)n1-c1ccc(F)cc1 returned PriA SSB inh -17&-11.
O=C(CC1CCCCN1S(=O)(=O)c1ccccc1)Nc1ccc(Oc2ccccc2)cc1 (stereo not given) was read as PriA SSB inh 17.
Screening CC(=NNC(=O)c1ccccc1F)c1ccccn1 returned PriA SSB inh 51*.
CSCC(C)(O)CNS(=O)(=O)CC12CCC(CC1=O)C2(C)C (stereo not given) was read as PriA SSB inh -8.
`Cn1c(=O)c2[nH]c(SCC(=O)c3ccc(Cl)s3)nc2n(C)c1=O` gave PriA SSB inh 4.
CC(=O)NC1C(=O)N(CCCOc2cccc3ccccc23)c2c(C)cccc21 (stereo not given) was read as PriA SSB inh 5.
For Cc1ccc(N2CC(C(=O)Nc3onc4c3CSC4)CC2=O)cc1 (stereo not given) the results were PriA SSB inh -13.
For COc1ccc(S(=O)(=O)CC(=O)Nc2ccc3nc(C)sc3c2)cc1 the results were PriA SSB inh 1&6.
Screening O=C(c1cncc(Br)c1)N1CCN(CCn2ccnc2)CC1 returned PriA SSB inh -2.
Screening CCOc1ccc2ccccc2c1C(=O)N1CCN(C[C@H](C)O)CC1 returned PriA SSB inh 1.
CCOc1ccc(C=NNC(=O)c2cc3c(OC)cc(OC)c(OC)c3[nH]2)cc1 was read as PriA SSB inh 8.
`Cc1onc(-c2ccccc2Cl)c1C(=O)Nc1nc2c(s1)COCC2` gave PriA SSB inh -8.
Screening COC(=O)c1ccc(C2C(=C(O)c3ccc(OC)cc3)C(=O)C(=O)N2CC2CCCO2)cc1 (stereo not given) returned PriA SSB inh -11.
For CC(=Nc1ccccn1)c1c(O)c2ccccc2oc1=O the results were PriA SSB inh 3.
For CCN1C(=O)C(C)(C)COc2ccc(NC(=O)c3ccc(-c4ccccc4)cc3)cc21 the results were PriA SSB inh 23.
`O=C(CCc1ccc(O)c(O)c1)NN=Cc1ccc2c(c1)OCO2` gave PriA SSB inh 12.
Screening COc1ccc(N(C(=O)c2c(-c3ccccc3Cl)noc2C)C2C=CS(=O)(=O)C2)c(OC)c1 (stereo not given) returned PriA SSB inh 5.
For Cc1ccc(S(=O)(=O)NN=CC(C)(C)CO)cc1 the results were PriA SSB inh -2.
For O=c1ccn(-c2ccc(Cl)cc2)nc1-c1nc(-c2ccc(C(F)(F)F)cc2)no1 the results were PriA SSB inh -7.
For O=[N+]([O-])c1ccccc1NC(=S)NN=Cc1ccc(O)c(O)c1 the results were PriA SSB inh 42*.
COc1ccc(S(=O)(=O)Cc2nc(-c3ccc4c(c3)OCO4)no2)cc1 was read as PriA SSB inh -16.
For CN1C(=NO)c2cccc3cccc1c23 the results were PriA SSB inh -5.
FC(F)(F)CNCc1ccccn1 was read as PriA SSB inh -9&16.
For O=C(/C=C/c1ccccc1)N1CCC(c2nnc(-c3ccco3)o2)CC1 the results were PriA SSB inh -4.
CCS(=O)(=O)c1ccc(CC(=O)Nc2ccc(Cl)cc2C(=O)c2ccccc2Cl)cc1 was read as PriA SSB inh -16.
For CSc1ccc(C(O)CNC(=O)c2ccc(F)cc2Cl)cc1 (stereo not given) the results were PriA SSB inh -5.
COc1ccc(CNC(=O)NCc2cncc(-c3ccsc3)c2)cc1OC was read as PriA SSB inh -15.
O=C(CSc1nc(-c2ccccc2)c(-c2ccccc2)o1)c1ccc(Br)cc1 was read as PriA SSB inh -11&0.
Cc1ccc(N2CCC(C(=O)NCc3csc(-c4ccccc4)n3)CC2)nn1 was read as PriA SSB inh -12.
Cc1cc(N2CCN(S(C)(=O)=O)CC2)ncn1 was read as PriA SSB inh 5.
CC(=NNC(=O)c1c(C)nc2ccccn12)c1ccc(N2CCOCC2)cc1 was read as PriA SSB inh -6.
Screening CN(C)c1cncc(OC2CCN(C(=O)c3ccc(Cn4ccnc4)cc3)C2)n1 (stereo not given) returned PriA SSB inh -2.

Filtered by structure, those above containing fluorine.
O=c1c2nnn(-c3cccc(F)c3)c2ncn1Cc1cccnc1 was read as PriA SSB inh -14.
Screening Cn1c(SCC(=O)Nc2ccc(F)cc2)nc2cc(-c3ccccc3)sc2c1=O returned PriA SSB inh -7.
Screening O=S(=O)(Cc1ccco1)C1CCN(S(=O)(=O)c2ccccc2C(F)(F)F)CC1 returned PriA SSB inh -12.
Screening O=C(NCCCn1nc(-c2ccccc2)ccc1=O)Nc1ccc(F)c(F)c1 returned PriA SSB inh -10.
COc1cccc(-c2ccc(SCC(=O)Nc3ccc(F)cc3F)nn2)c1 was read as PriA SSB inh -3.
For CC(=NNC(=O)c1cccc(S(=O)(=O)N2CCCC2)c1)c1ccc(F)cc1 the results were PriA SSB inh -1.
CC(C)NC(=O)c1ccccc1Nc1c([N+](=O)[O-])cc(C(F)(F)F)cc1[N+](=O)[O-] was read as PriA SSB inh 56*.
O=C(Nc1sc2c(c1CN1CCCCC1)CCC2)c1ccccc1F was read as PriA SSB inh -12.
Screening CCN1C(=O)Cc2cc(NC(=O)c3ccc(F)cc3)ccc21 returned PriA SSB inh 11.
`COc1ccc(C(=O)Nc2nc(CC(=O)N3CCN(c4ccccc4F)CC3)cs2)cc1` gave PriA SSB inh 24.
`O=c1sc2ccccc2n1Cc1nnc(SCc2ccccc2F)n1CCc1ccccc1` gave PriA SSB inh -6.
Screening Cc1nc2ccc(NS(=O)(=O)c3ccc(NC(=O)C(C)C)cc3)cc2c(=O)n1-c1ccc(F)cc1 returned PriA SSB inh -17&-11.
Screening CC(=NNC(=O)c1ccccc1F)c1ccccn1 returned PriA SSB inh 51*.
For O=c1ccn(-c2ccc(Cl)cc2)nc1-c1nc(-c2ccc(C(F)(F)F)cc2)no1 the results were PriA SSB inh -7.
FC(F)(F)CNCc1ccccn1 was read as PriA SSB inh -9&16.
For CSc1ccc(C(O)CNC(=O)c2ccc(F)cc2Cl)cc1 (stereo not given) the results were PriA SSB inh -5.

Looked up by structure from the list above, two records:
COc1ccc(CNC(=O)NCc2cncc(-c3ccsc3)c2)cc1OC was read as PriA SSB inh -15.
O=C(CSc1nc(-c2ccccc2)c(-c2ccccc2)o1)c1ccc(Br)cc1 was read as PriA SSB inh -11&0.
